GPR151 activ – activators of human GPR151; PathHunter beta-arrestin GPR151 cells, luminescence; 650,000 compounds, 1% hits; Q8TDV0; activation, % at 11.2 µM; in the data active means activation above about 4.9%;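 further: 0% = median of compound wells and 100% = cells with positive control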
Target sequence (Q8TDV0 whole entry, looked up): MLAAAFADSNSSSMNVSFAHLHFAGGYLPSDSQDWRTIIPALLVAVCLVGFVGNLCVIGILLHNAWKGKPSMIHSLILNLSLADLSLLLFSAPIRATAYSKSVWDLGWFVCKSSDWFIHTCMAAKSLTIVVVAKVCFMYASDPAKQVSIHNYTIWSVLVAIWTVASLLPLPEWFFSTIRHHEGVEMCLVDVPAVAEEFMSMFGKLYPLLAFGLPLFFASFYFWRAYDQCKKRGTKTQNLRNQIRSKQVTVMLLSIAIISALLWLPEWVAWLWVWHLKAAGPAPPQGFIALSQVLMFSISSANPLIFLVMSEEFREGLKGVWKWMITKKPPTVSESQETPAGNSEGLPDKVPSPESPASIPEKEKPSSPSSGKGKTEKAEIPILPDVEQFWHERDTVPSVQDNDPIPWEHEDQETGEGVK
FBW7 act – human FBW7 E3 ligase activation, primary screen | Q969H0 | AlphaScreen FBW7–phospho-cyclin E peptide binding, activator screen | normalized activity (activation), % at 26.1 µM | 650,000 compounds, 0.13% hits; in the data active means normalized activity above about 1.9%;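 further: purified mutant Fbw7 with reduced substrate affinity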
TEAD-YAP block – TEAD-YAP interaction inhibition; AID 1259422; HEK-TIYL cells, TEAD-Gal4/YAP UAS-luciferase luminescence; inhibition, % at 9.12 µM; 640,000 compounds, 1.4% hits; in the data active means inhibition above about 32%;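 further: 0% = median of test compound wells and 100% = reference inhibitor wells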
MITF inh – human MITF inhibition, primary screen | O75030 | AlphaScreen MITF homodimerization, bead proximity signal | inhibition, % at 2.6 µM | 650,000 compounds, 0.91% hits | AID 1259374; in the data active means inhibition above about 50%;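 further: 0% = vehicle wells with protein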
Target sequence (O75030 whole entry, looked up): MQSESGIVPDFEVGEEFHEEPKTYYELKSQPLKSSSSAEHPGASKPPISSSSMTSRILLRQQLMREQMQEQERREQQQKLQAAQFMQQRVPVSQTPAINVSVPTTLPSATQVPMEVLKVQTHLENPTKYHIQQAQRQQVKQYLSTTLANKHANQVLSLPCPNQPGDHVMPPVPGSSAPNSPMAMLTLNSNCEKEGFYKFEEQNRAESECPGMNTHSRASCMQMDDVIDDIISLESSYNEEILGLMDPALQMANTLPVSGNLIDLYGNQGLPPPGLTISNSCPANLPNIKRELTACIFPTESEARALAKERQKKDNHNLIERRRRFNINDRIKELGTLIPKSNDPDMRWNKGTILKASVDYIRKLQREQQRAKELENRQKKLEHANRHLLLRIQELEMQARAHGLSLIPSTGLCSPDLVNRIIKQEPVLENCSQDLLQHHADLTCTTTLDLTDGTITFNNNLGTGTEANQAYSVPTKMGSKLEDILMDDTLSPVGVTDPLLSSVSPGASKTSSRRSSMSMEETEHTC
Active calls of the source: *; . = not tested or not shown.

SMILES	GPR151 activ	FBW7 act	TEAD-YAP block	MITF inh
CCOc1ccc(-c2nc3n(n2)C(c2cccs2)C(C(N)=O)=C(C)N3)cc1 (stereo not given)	-0.2	0.0	12	-3
CCC(C)c1ccccc1OCCCN1CCN(CC)CC1 (stereo not given)	0.0	-0.5	5	63*
CCOC(=O)c1c(NC(=O)CSc2nnc(CNC(=O)Cc3ccc(OC)cc3)n2C2CCCCC2)sc2c1CCC2	0.9	-0.1	0	22
CC12CCC(C(=O)Nc3ccc(I)cc3)(OC1=O)C2(C)C (stereo not given)	4.8	0.6	-12	10
O=C(Nc1ccccc1Cl)c1ccc([N+](=O)[O-])cc1[N+](=O)[O-]	-1.5	0.1	4	17
COCC(=O)Nc1cc(=O)n(C)c(=O)n1C	-1.1	-0.1	-5	-11
COCC1CCN(C(=O)CC2C(=O)NCCN2Cc2ccc(F)c(F)c2)CC1 (stereo not given)	2.1	0.2	12	5
Cc1ccc(S(=O)(=O)CCc2nnc(NC(=O)c3cccs3)s2)cc1	0.3	0.1	5	4
CC1CCCCN1CCCNC(=O)c1ccc2c(c1)NC(=O)CS2 (stereo not given)	-0.4	-0.1	-1	2
O=C(CSc1ccccn1)Nc1cc(C(F)(F)F)ccc1Cl	2.4	0.1	-4	1
COc1cc(C2C(C#N)=C(N)N(c3ccccc3)C3=C2C(=O)CC(C)(C)C3)ccc1O (stereo not given)	1.3	-0.1	8	9
Cc1nn(C(=O)COc2ccccc2)c(C)c1S(=O)(=O)N1CCC(C)CC1	0.4	0.0	-10	-8
COc1ccc(C(=O)NCC2(c3cccs3)CCCC2)c(OC)c1	-0.8	-0.1	6	-9
O=C1c2ccccc2-c2onc3c(N4CCCC4)cc(NCCO)c1c23	-0.4	0.0	4	11
CNS(=O)(=O)c1c(C)cc(C)c(N(C)S(=O)(=O)c2ccccc2)c1C	0.5	0.1	8	-5
COc1ccccc1/C=C/C1=NC(=C\c2cc(Br)cs2)/C(=O)O1	-0.7	0.0	-17	6
CCOC(=O)c1cnn(-c2ccccc2)c1NC(=O)c1ccco1	-0.9	0.3	-8	-5
Cn1c(=O)[nH]c(=O)c2c1nc1n2CCN1c1ccc(F)cc1	0.0	-0.1	1	11
CCn1c(SCC(=O)Nc2ccccc2)nnc1-c1cccnc1	0.5	0.1	-4	21
Cc1ccc(C)c(Cn2cccc2C#N)c1	-0.7	-0.1	-1	-10
COc1ccc(Cc2nnc(C3CCN(C(=O)/C=C/c4cccs4)CC3)s2)cc1	-1.1	-0.1	8	-2
COC(=O)c1ccc([N+](=O)[O-])cc1S(N)(=O)=O	1.0	0.3	2	6
CCOc1ccc(-c2nc(SCCO)c3c(=O)n(C)c(=O)n(C)c3n2)cc1	-1.3	0.1	-4	-8
O=C(Nc1ccc(Nc2cc(-n3ccnc3)ncn2)cc1)C1CCCC1	-1.0	0.2	2	12
CCOC(=O)c1cnn(-c2ccccn2)c1CN(C)Cc1ccon1	-0.2	0.1	2	14
COC1COC(=O)C/C=C/[C@@H](C)[C@@H]2C=C[C@H](O)[C@@H](COC(=O)C/C=C/[C@H]1C)O2 (stereo not given in full)	0.5	0.0	.	-4
COc1ccc(-c2cc(C(=O)Oc3ccccc3)c3cc(C)ccc3n2)cc1	1.5	0.3	8	12
COc1ccc(CNC(=O)C2(CC(=O)NC(C)(C)C)CCCC2)cc1	0.1	0.3	6	3
CCOC(=O)c1ccc(CN(Cc2c(Cl)cccc2Cl)S(=O)(=O)c2ccc(F)cc2)cc1	0.2	0.0	5	-4
CC(C)(C)N/N=C/c1ccccc1[N+](=O)[O-]	0.3	-0.1	-4	-2
CCOC(=O)C1CCN(C(=O)c2ccc(N3CC4CC(C3)c3cccc(=O)n3C4)c([N+](=O)[O-])c2)CC1 (stereo not given)	0.3	0.2	4	26
CCN(CC)c1ccc2oc(=O)c(C)nc2c1	-1.1	-0.1	8	11
O=[N+]([O-])c1ccccc1S(=O)(=O)N1CCN(Cc2ccccc2C(F)(F)F)CC1	-1.3	0.0	6	61*
Cc1c(NC(=S)NC(=O)c2cccc(Cl)c2)cccc1-c1nc2ncccc2o1	0.6	-0.1	-6	-3
O=C1NC2(CCCC2)NN1C(=O)c1ccncc1	-0.4	0.0	6	-1
CCOCC(=O)Nc1cccc(OC)c1	-0.2	0.0	-7	10
O=C(c1cc(-c2ccc3c(c2)OCO3)on1)N1CCCC1	-2.1	-0.1	41*	-14
NC(=O)c1ccc(NC(=O)COc2ccc(-c3ccccc3)cc2)cc1	-0.7	-0.3	6	-5
Cc1ccc(C(=O)N/N=C/c2cccc([N+](=O)[O-])c2)cc1	0.2	0.0	-34	28
O=C1NCCN(Cc2cccc(F)c2)C1CC(=O)N1CCN(c2ccccc2O)CC1 (stereo not given)	0.4	0.0	3	8
O=C(Cc1cccs1)NN1C(=O)c2ccccc2C1=O	-2.1	0.1	-1	14
CCOC(=O)c1c(NC(=O)CSc2nnc(C)o2)sc(C)c1C	1.4	0.7	8	-2
C(=N\Nc1nncc2ccccc12)/c1ccc2c(c1)OCCO2	-7.6	-0.2	98*	1
COC(=O)C1=CN(CCc2ccc(F)cc2)C=C(C(=O)OC)C1c1ccc([N+](=O)[O-])cc1	-0.8	0.0	4	5
COC(=O)c1ccc(S(=O)(=O)N2CCN(S(C)(=O)=O)CC2)cc1	1.8	1.0	2	0
O=C(CN1C(=O)NC2(CCCCC2)C1=O)Nc1ccc(S(=O)(=O)N2CCCC2)cc1	-2.5	0.6	0	14
O=C(CN1C(=O)c2ccc([N+](=O)[O-])cc2C1=O)Nc1ccc(Cl)cn1	0.7	0.2	10	16
COc1cc2cc(C3CC(c4ccccc4)=NN3C(=O)CCCC(=O)O)c(Cl)nc2cc1OC (stereo not given)	-1.6	0.0	-9	2
COc1ccc(OC)c(NC(=O)c2cc(S(=O)(=O)NC3CCCC3)ccc2F)c1	-0.7	0.2	-4	2
COCCOC(=O)C1=C(C)NC2=C(C(=O)CCC2)C1c1ccccc1OC (stereo not given)	-0.5	-0.2	-1	-1
COc1ccccc1-n1cnnc1SCC(=O)Nc1sc2c(c1C#N)CCCC2	0.2	-0.1	-7	-7
Cc1ccc(S(=O)(=O)N2CCCN(c3nc4cc(C)ccc4cc3C#N)CC2)cc1	-0.9	0.1	-4	-9
O=C(CCN1C(=O)C2C3C=CC(CC3)C2C1=O)N1CCN(c2ccccc2F)CC1 (stereo not given)	0.5	0.0	0	-7
CC(C)C(c1nnnn1C1CCCC1)N1CCN(c2ccccc2)CC1 (stereo not given)	-0.4	-0.1	1	3
Cc1cc(C)cc(-n2nc3c(c2NC(=O)c2c(-c4ccccc4Cl)noc2C)CSC3)c1	0.5	0.1	3	10
Cc1cc2nc(C3CCCN3C(=O)c3ccncc3)[nH]c2cc1C (stereo not given)	0.3	0.2	7	4
CCOc1ccc(S(=O)(=O)N2CCOCC2)cc1N	-1.8	0.0	3	-2
Cc1nc(SCC(=O)N2CCCC(C)C2)c2c(C)c(C)sc2n1 (stereo not given)	-0.2	0.0	-4	3
COc1cccc(-c2cc(C(=O)Nc3c(C)n(C)n(-c4ccccc4)c3=O)no2)c1	0.0	0.1	7	10
COCCN(CCOC)S(=O)(=O)CCNC(=O)c1ccc(OC)cc1	0.8	-0.1	-3	-9
Next part
SMILES	GPR151 activ	FBW7 act	TEAD-YAP block	MITF inh
CC(C)(C)NC(=O)NC(=O)CN1C(=O)NC(Cc2ccccc2)C1=O (stereo not given)	-1.1	-0.1	0	1
Cc1ccc2nc(-c3cccnc3)c(Nc3ccc4c(c3)OCO4)n2c1	-0.2	-0.2	2	-1
COc1ccccc1-c1nc(-c2ccc(NC(=O)c3ccco3)cc2)no1	-1.2	0.0	-60	10
O=C(Cc1cn(-c2ccc(N3CCCC3CO)nn2)c2ccccc12)NCCCN1CCCC1=O (stereo not given)	-1.1	0.0	13	0
O=C(O)CCC(=O)Nc1cc(C(=O)O)ccc1Br	0.6	0.2	-8	1
COc1ccc(NC(=O)N(Cc2nnc3n2CCCCC3)c2ccc(C)c(Cl)c2)cc1	0.9	0.0	2	-3
CC1=CC(C)(C)N(C(=O)c2ccccc2)c2ccc(OC(=O)c3ccccc3)cc21	-0.9	-0.2	-2	-5
O=C(CCC(=O)N(CC(=O)NC1CCCC1)Cc1ccccc1)Nc1nccs1	-0.2	-0.1	-2	4
Cc1ccoc1C(=O)Nc1cccc2ccccc12	-1.2	-0.2	-23	1
CC(C)(C)OC(=O)N1CCC(c2c(C(=O)O)cnn2-c2ccccc2Cl)CC1	-1.2	0.0	-2	7
COc1cc(C(C)=O)ccc1OCC(=O)c1cc(C)ccc1C	-1.2	0.8	-3	14
CCCCn1cnc2c(=O)oc3ccccc3c21	3.5	-0.2	-3	-3
CCc1cccc(C)c1NC(=O)Cn1c(=O)oc2cc(S(=O)(=O)N3CCCC3)ccc21	-0.5	0.3	8	15
Cc1ccc(S(=O)(=O)N(CC(O)CN(C)C)c2ccccc2[N+](=O)[O-])cc1 (stereo not given)	0.5	0.1	-5	-4
O=C(NCCc1ccccc1)C1CCCN(c2ncccn2)C1 (stereo not given)	0.3	0.0	-12	10
Cc1cccn2c(=O)c3cc(C(=O)NCc4ccccc4Cl)n(C)c3nc12	1.3	0.0	3	5
COc1cc(CN2CCNC(=O)C2CC(=O)NCCSC)cc(OC)c1 (stereo not given)	-1.0	0.1	3	11
Cc1ccc(NC(=O)c2cc(C3CC3)[nH]n2)cc1	-0.6	0.0	-45	3
COCCN(C1CCN(CCc2cccs2)CC1)S(=O)(=O)c1cccc(OC)c1	0.0	0.2	12	5
Cc1ccc(N/C(SCc2ccccc2C)=C(/C#N)C(=O)NCc2ccco2)cc1C	-2.7	-0.1	4	23
C=CCn1c(=S)[nH]c2cc(C(=O)NCCCN3CCOCC3)ccc2c1=O	-0.4	-0.3	-1	-3
COCCCNc1nc2nonc2nc1N(C)Cc1nc2c(s1)CCCC2	0.8	-0.1	0	9
O=C1OCC2=C1C(c1ccc([N+](=O)[O-])cc1)c1cc3c(cc1N2)OCO3 (stereo not given)	-0.5	-0.1	51*	5
COc1ccc(Cl)cc1Nc1ncnc2ccc([N+](=O)[O-])cc12	-0.3	0.4	5	0
Cc1cc(Br)cc(C)c1N1C(=O)C2C3C=CC(C3)C2C1=O (stereo not given)	-0.7	0.0	4	-3
Cc1ccc(C)c(N2C(=O)c3ccc(Br)cc3C2=O)c1	-0.1	0.1	17	9
COc1ccc(F)c(CN2CCC3(CCC(CNC(=O)C4CCCO4)O3)CC2)c1 (stereo not given)	1.8	0.0	0	-6
COc1ccc2oc(-c3cccc(C)c3)cc(=O)c2c1	-1.6	-0.1	-20	4
CCCCNC(=O)NS(=O)(=O)c1ccc(NS(=O)(=O)c2ccc(C)cc2)cc1	-0.1	0.2	4	-4
CCCCNC(=O)c1ccccc1NS(=O)(=O)c1ccc(SC)cc1	1.3	-0.2	-1	7
CC1(c2ccccc2Cl)NC(=O)N(CC(=O)N2CCCC2)C1=O (stereo not given)	-0.2	0.9	-4	1
COc1ccc(OC)c(NC(=O)c2c(NCc3cc(OC)c(OC)cc3OC)sc3c2CCCC3)c1	2.3	-0.1	15	4
Oc1ccc(CCNc2nc(Nc3ccc(N4CCOCC4)cc3)nc3nc[nH]c23)cc1	1.1	0.1	21	24
CCCCCCCCCCn1c(NN)nc2c1c(=O)[nH]c(=O)n2C	1.2	0.4	4	7
COc1ccc(NC(=O)c2c(Cl)cccc2Cl)cc1	-0.9	-0.1	2	-8
O=c1c(C(c2ccccc2)c2c(O)sc3ccccc3c2=O)c(O)sc2ccccc12	0.3	0.7	1	16
CN(C)C(=O)CSc1nnc(-c2ccco2)n1CC1CCCO1 (stereo not given)	2.9	-0.1	7	0
COc1ccc(-c2nnc(NC(=O)c3cc(C)on3)s2)cc1	0.1	-0.2	-8	0
COc1ccc(-c2ccc(OCCNS(=O)(=O)c3cc(C)ccc3OC)nn2)cc1	1.7	0.0	9	11
Cc1ccc(C(=O)Nc2ccccc2I)cc1[N+](=O)[O-]	-0.5	-0.2	-24	6

Gathered by group: the entries above containing two or more sulfur atoms (12)
SMILES	GPR151 activ	FBW7 act	TEAD-YAP block	MITF inh
CCOC(=O)c1c(NC(=O)CSc2nnc(CNC(=O)Cc3ccc(OC)cc3)n2C2CCCCC2)sc2c1CCC2	0.9	-0.1	0	22
Cc1ccc(S(=O)(=O)CCc2nnc(NC(=O)c3cccs3)s2)cc1	0.3	0.1	5	4
CNS(=O)(=O)c1c(C)cc(C)c(N(C)S(=O)(=O)c2ccccc2)c1C	0.5	0.1	8	-5
COc1ccc(Cc2nnc(C3CCN(C(=O)/C=C/c4cccs4)CC3)s2)cc1	-1.1	-0.1	8	-2
CCOC(=O)c1c(NC(=O)CSc2nnc(C)o2)sc(C)c1C	1.4	0.7	8	-2
COC(=O)c1ccc(S(=O)(=O)N2CCN(S(C)(=O)=O)CC2)cc1	1.8	1.0	2	0
COc1ccccc1-n1cnnc1SCC(=O)Nc1sc2c(c1C#N)CCCC2	0.2	-0.1	-7	-7
Cc1nc(SCC(=O)N2CCCC(C)C2)c2c(C)c(C)sc2n1 (stereo not given)	-0.2	0.0	-4	3
COCCN(C1CCN(CCc2cccs2)CC1)S(=O)(=O)c1cccc(OC)c1	0.0	0.2	12	5
CCCCNC(=O)NS(=O)(=O)c1ccc(NS(=O)(=O)c2ccc(C)cc2)cc1	-0.1	0.2	4	-4
CCCCNC(=O)c1ccccc1NS(=O)(=O)c1ccc(SC)cc1	1.3	-0.2	-1	7
O=c1c(C(c2ccccc2)c2c(O)sc3ccccc3c2=O)c(O)sc2ccccc12	0.3	0.7	1	16

Screens from PubChem BioAssay.
